TEAD-YAP block = TEAD-YAP interaction inhibition | HEK-TIYL cells, TEAD-Gal4/YAP UAS-luciferase luminescence | inhibition, % at 9.12 µM | 640,000 compounds, 1.4% hits; in the data active means inhibition above about 32%;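 further: 0% = median of test compound wells and 100% = reference inhibitor wells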
MITF inh = blocks human microphthalmia-associated transcription factor; O75030; AlphaScreen MITF homodimerization, bead proximity signal; inhibition, % at 2.6 µM; 650,000 compounds, 0.91% hits; AID 1259374; in the data active means inhibition above about 50%;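 further: 0% = vehicle wells with protein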
FBW7 activator = human FBW7 E3 ligase activation, primary screen. 650,000 compounds, 0.13% hits. Q969H0. normalized activity (activation), % at 26.1 µM. AlphaScreen FBW7–phospho-cyclin E peptide binding, activator screen; in the data active means normalized activity above about 1.9%;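 further: purified mutant Fbw7 with reduced substrate affinity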
Target sequence (Q969H0 whole entry, looked up): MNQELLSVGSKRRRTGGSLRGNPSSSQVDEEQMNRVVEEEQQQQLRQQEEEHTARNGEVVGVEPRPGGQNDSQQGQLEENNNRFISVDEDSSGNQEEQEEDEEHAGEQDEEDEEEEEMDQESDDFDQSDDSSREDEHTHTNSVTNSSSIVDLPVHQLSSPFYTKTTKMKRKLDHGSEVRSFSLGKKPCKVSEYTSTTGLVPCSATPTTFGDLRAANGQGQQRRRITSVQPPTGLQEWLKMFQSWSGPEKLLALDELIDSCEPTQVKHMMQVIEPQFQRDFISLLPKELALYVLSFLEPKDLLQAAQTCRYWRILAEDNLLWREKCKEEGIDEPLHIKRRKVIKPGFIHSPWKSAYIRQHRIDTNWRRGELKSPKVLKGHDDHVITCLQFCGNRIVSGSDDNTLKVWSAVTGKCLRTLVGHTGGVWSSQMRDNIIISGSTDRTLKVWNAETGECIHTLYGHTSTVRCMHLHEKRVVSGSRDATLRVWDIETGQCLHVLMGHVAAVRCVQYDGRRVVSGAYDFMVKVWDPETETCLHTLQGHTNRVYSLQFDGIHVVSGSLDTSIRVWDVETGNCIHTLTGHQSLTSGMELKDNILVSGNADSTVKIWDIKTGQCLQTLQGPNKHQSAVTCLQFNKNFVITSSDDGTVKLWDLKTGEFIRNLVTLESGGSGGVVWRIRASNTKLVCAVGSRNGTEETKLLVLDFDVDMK
GPR151 activ = activators of human GPR151 | activation, % at 11.2 µM | AID 1508602 | PathHunter beta-arrestin GPR151 cells, luminescence | 650,000 compounds, 1% hits; in the data active means activation above about 4.9%;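 further: 0% = median of compound wells and 100% = cells with positive control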
Active calls of the source: *; nt = not tested or not shown.

SMILES	TEAD-YAP block	MITF inh	FBW7 activator	GPR151 activ
CCOC(=O)C1=C(C)NC2=C(C(=O)CCC2)C1c1ccccn1 (centres undefined)	8	-5	0.0	-0.8
COc1cc(/C=C/C(=O)OCC(=O)NC(=O)NCc2ccco2)ccc1OC(F)F	1	2	0.0	0.8
CCOC(=O)C(C)n1nc(CC)n2c(cc3oc(C)cc32)c1=O (centres undefined)	-16	-10	0.1	0.2
COC(=O)C1=C(C)N=c2s/c(=C\c3cc(OC)c(OC)cc3[N+](=O)[O-])c(=O)n2C1c1ccccc1 (centres undefined)	-5	-10	0.0	-1.3
CCC(Cc1ccccc1)NC(=O)c1cc(S(=O)(=O)N2CCOCC2)cn1C (centres undefined)	-2	-3	-0.2	-0.7
O=C(CN1C(=O)c2ccccc2C1=O)N1CCCC1	1	-9	-0.1	2.3
Cc1cc(C)nc(N/N=C/c2ccc(O)c(O)c2O)n1	12	52*	-1.0	2.1
COc1ccc(N2CCN(c3ncnc4sc(C(=O)NCc5ccc(F)cc5)c(C)c34)CC2)cc1	-3	7	0.2	2.1
Cc1ccc(/C=N\n2c(C3CCCCC3)n[nH]c2=S)o1	1	5	0.0	-0.6
CC(C)(C)n1nnnc1C(c1ccc(Cl)cc1)N(Cc1cccnc1)Cc1ccco1 (centres undefined)	3	-5	-0.2	0.0
CCc1ccc(C2C(C#N)=C(N)N(c3ccc([N+](=O)[O-])cc3Cl)C3=C2C(=O)CC(C)(C)C3)s1 (centres undefined)	1	6	0.1	0.4
COc1cc(C2=N/C(=C\c3coc4c(Cl)cc(Cl)cc4c3=O)C(=O)O2)cc(OC)c1OC	2	5	0.1	0.2
COc1cc(CN2CCCCCCC2)cc([N+](=O)[O-])c1O	-5	13	-0.3	-0.4
CCCCCCOc1ccc(N2C(=O)CC(SCC(=O)Nc3ccc(Cl)cc3)C2=O)cc1 (centres undefined)	5	3	0.0	2.4
COc1cccc(C2NC(=S)NC(C)=C2C(=O)Nc2cccc(C)c2C)c1OC (centres undefined)	8	10	0.1	0.8
COC(=O)c1ccccc1NC(=O)C(C)n1c(C)c2cnn(-c3ccccc3)c(=O)c2c1C (centres undefined)	6	-9	-0.2	1.8
CCOc1ccc(NC(=O)c2sc(NC(=O)c3ccco3)c(C(=O)OC)c2C)cc1	-3	-1	-0.3	-0.4
Nc1c(C(=O)Nc2ccc(Br)cc2)sc(=S)n1CCc1ccccc1	-6	0	-0.1	2.2
CC(C)NC(NC(=O)c1cccs1)C(Cl)(Cl)Cl (centres undefined)	6	13	0.2	-1.4
COc1ccccc1CNC(=O)c1cc(Sc2ccc(Cl)cc2)nc2ccccc12	5	3	-0.2	0.3
CN(C)CC(C)(C)CNc1ccc(N2C(=O)C3C4C=CC(C4)C3C2=O)cc1[N+](=O)[O-] (centres undefined)	-6	-3	-0.1	0.4
COc1ccc(N2C(=O)/C(=C/c3ccc(-c4ccc(Cl)c(Cl)c4)o3)C=C2c2ccccc2)cc1	2	-8	-0.1	2.7
Cc1ccc(S(=O)(=O)C2(C(=O)Nc3ccc([N+](=O)[O-])cn3)CC2)cc1	7	1	-0.1	0.5
CCC(=O)NCCCc1nc2ccccc2n1Cc1c(F)cccc1Cl	4	-5	0.1	2.2
CCCOc1ccc(C(=O)CCC(=O)OCC(=O)N2CC(=O)Nc3ccccc32)cc1	-5	-3	-0.2	-1.6
N#C/C(=C\NC(=O)c1ccccc1)C(=O)N1CCOCC1	-7	-3	-0.1	-0.4
CC(NC(=O)c1cccnc1)C(=O)N1CCCCC1 (centres undefined)	5	0	0.3	-0.1
COc1ccc2cc(/C(N)=N/O)c(Cl)nc2c1	2	6	-0.1	1.3
CC1=NN(c2ccc3ccccc3c2)C(=O)/C1=C\c1ccc(O)cc1	-26	12	-1.1	-1.4
C=CCOc1ccc(C(=O)NCc2cccnc2)cc1	8	-7	-0.2	-0.2
CC1CCCCN1CC(=O)Nc1ccc(F)cc1 (centres undefined)	8	6	-0.1	0.3
O=C(NC(NC(=O)c1ccccc1)c1ccc(OCc2cccc3ccccc23)cc1)c1ccccc1	-8	-7	0.0	0.7
CCn1c(O)c(C=Nc2ccccc2)n(-c2ccccc2)c1=S	-22	6	0.1	-1.4
COC(=O)c1cc(COC(=O)CNC(=O)c2ccc(Br)cc2)oc1C	3	-9	-0.1	3.0
C=CCn1c(SCc2ccccc2[N+](=O)[O-])nnc1-c1cccc(Br)c1	-4	8	0.0	3.7
Cc1[nH]n(-c2ccccc2)c(=O)c1C=NC(C)C	-16	-2	0.0	-0.8
CC1=C(C(=O)Nc2ccccc2)C(c2ccc(OCc3ccccc3)cc2)NC(=S)N1 (centres undefined)	1	12	-0.2	0.2
O=C1NC(=S)N/C1=C\c1cc([N+](=O)[O-])ccc1OCc1ccccc1Cl	-5	-2	-0.1	3.1
CCN1C(=O)c2cccc3c(NC(=O)/C=C/c4ccc(Br)o4)ccc1c23	0	-1	-0.1	-1.3
CCCCC(O)(CCCC)C(=O)NN(C(=O)/C=C/c1ccccc1)c1ccccc1	-12	8	0.1	0.5

Shown in markdown: 2 of the compounds above.
| smiles | TEAD-YAP block | MITF inh | FBW7 activator | GPR151 activ |
| --- | --- | --- | --- | --- |
| Cc1ccc(S(=O)(=O)C2(C(=O)Nc3ccc([N+](=O)[O-])cn3)CC2)cc1 | 7 | 1 | -0.1 | 0.5 |
| CC1=C(C(=O)Nc2ccccc2)C(c2ccc(OCc3ccccc3)cc2)NC(=S)N1 (centres undefined) | 1 | 12 | -0.2 | 0.2 |

Complete entries from above.
CC1=NN(c2ccc3ccccc3c2)C(=O)/C1=C\c1ccc(O)cc1 is listed with TEAD-YAP block: -26; MITF inh: 12; FBW7 activator: -1.1; GPR151 activ: -1.4
CCC(=O)NCCCc1nc2ccccc2n1Cc1c(F)cccc1Cl is listed with TEAD-YAP block: 4; MITF inh: -5; FBW7 activator: 0.1; GPR151 activ: 2.2

The list continues:
SMILES	TEAD-YAP block	MITF inh	FBW7 activator	GPR151 activ
COc1ccc(CN2CCc3c(nc(N4CC(C)OC(C)C4)[nH]c3=O)C2)c(O)c1 (centres undefined)	5	6	0.1	0.0
COC(=O)c1ccccc1-c1ccc(/C=C2/C(=N)N3N=C(c4ccc(C)cc4)SC3=NC2=O)o1	-15	6	-0.1	0.5
COc1cccc(C(=O)N2CCN(C)CC2)c1OC	5	14	-0.1	-0.7
COc1ccc(C(=O)N(Cc2nc(-c3ccc(Cl)cc3)no2)C(C)C)c(OC)c1	-9	-7	-0.1	0.2
O=C(CCn1cnc2ccccc21)N/N=C\c1c[nH]c2ccccc12	-4	10	0.5	0.6
O=C(NCCOc1ccccc1)c1ccc2nc(N3CCN(c4ccccn4)CC3)sc2c1	-35	17	0.3	-0.8
Cc1ccc(C(=O)/C=C/c2ccc3c(c2)OCCO3)c(O)c1	-5	19	0.0	0.0
CCOc1ccc(-n2nnnc2SCC(=O)N2CCOCC2)cc1	3	-14	-0.1	5.3*
COc1ccccc1N1CCN(C(=O)CSc2nc3ccsc3c(=O)n2-c2ccc(Cl)cc2)CC1	4	2	0.1	0.5
COc1c(Cl)cccc1NC(=S)Nc1c(C)n(C)n(-c2ccccc2)c1=O	-9	-2	0.0	-1.2
CCOC(=O)N/N=C1\C[C@@H](O)[C@@H](O)[C@@H]2[C@@H]3C(=O)N(Cc4ccc5c(c4)OCO5)C(=O)[C@@H]3CC[C@H]12	nt	7	0.0	-0.6
COc1ccc(OC)c(NC(=O)C(=O)NNC(=O)C23CC4CC(CC(C4)C2)C3)c1	1	-4	0.1	-1.8
O=C(NCc1ccccc1Cl)c1ccc2c(=O)n(CCc3ccccc3)c(SCc3nc4ccccc4[nH]3)nc2c1	-7	4	-0.1	0.8
CCOC(=O)c1c(NC(=O)CSc2cn(CC)c3ccccc23)sc2c1CCCCC2	-1	4	0.0	-0.5
O=C(Cc1ccc(F)cc1)Nc1ccc(F)c(Cl)c1	-6	-24	-0.1	-0.5
Cc1ccc(S(=O)(=O)N2CCN(CCC#N)CC2)cc1	5	62*	0.1	3.2
Cc1ccc(-c2ccc(=O)n(CC(=O)Nc3ccc4c(c3)OCCO4)n2)cc1	11	10	-0.2	0.4
COc1ccc(CNc2c(-c3cnn(C)c3C)nc3cnccn23)cc1	4	-53	0.3	0.8
O=C1CCCN1CCn1cnc2c(Nc3ccc(N4CCOCC4)cc3)nc(Nc3cnccn3)nc21	-1	-5	0.1	1.8
COc1ccccc1C(=O)NNC(=O)C(=O)Nc1cccc(Cl)c1C	6	-84	0.0	1.9
COc1cc(C(=O)Nc2nn3c(-c4ccc(C)cc4)nnc3s2)cc(OC)c1OC	5	8	0.2	0.7
Cc1cc(NS(=O)(=O)c2ccc(NC(=S)NC(=O)C(C)(C)C)cc2)no1	6	14	0.1	1.2
Cc1nnc(SCC(=O)Nc2ccc(Br)cc2C)s1	8	5	0.0	0.5
Cc1cccn2c(CNCCCn3ccc4ccccc43)c(C(=O)N3CCOCC3)nc12	8	-8	0.0	-0.3
O=C1NC2(CCCCC2)C(=O)N1/N=C/c1ccccc1Br	0	-2	-0.1	2.2
COc1ccccc1OCC(=O)Nc1ccc2c(c1)CCCN2S(=O)(=O)c1ccccc1	2	24	-0.1	1.3
CN1CCN(C(CC(=O)Nc2ccc(F)cc2)C(=O)O)CC1 (centres undefined)	1	-4	-0.1	0.5
O=C(COc1cc(Cl)c(Cl)cc1Cl)NNC(=O)Nc1ccc([N+](=O)[O-])cc1	7	6	0.1	-1.4
CCOCCOC(=O)c1cccc2c1-c1ccccc1C2=O	-12	0	-0.1	0.0
CC(=O)C1=C(O)C(=O)NC1c1ccc([N+](=O)[O-])cc1 (centres undefined)	-1	5	-0.2	0.6
CC1=C(C(=O)Nc2ccc(C)cn2)C(c2ccccc2C(F)(F)F)C2=C(CCCC2=O)N1 (centres undefined)	0	14	0.1	-0.9
CSc1nc2ccccc2n1C1CCCCC1	-6	9	0.2	1.2
COc1ccc(NC(=O)Nc2cccs2)cc1	-32	9	0.5	0.2
O=C(NCCN1CCOCC1)c1csc(N2CCOCC2)n1	3	10	0.0	0.1
CCN(CC)C(=O)N1CCC(NC(=O)Cc2ccccc2)CC1	6	-5	0.0	0.7
c1ccc(Cn2c(-c3cncs3)nc3ccccc32)cc1	-35	16	0.1	-0.5
CCOc1ccc(NC(=O)C2C3C=CC4(O3)C2C(=O)N(C2CCCCC2)C4C(=O)NC2CCCCC2)cc1 (centres undefined)	1	-21	0.0	1.4
Cc1ccc(CCNC(=O)CCNS(=O)(=O)c2ccc3c(c2)oc(=O)n3C)cc1	0	14	0.1	-0.3
CC1CN(c2ccc([N+](=O)[O-])cc2)CCN1C(=O)c1ccc(Cl)cc1 (centres undefined)	12	15	0.1	-0.7
CCCNc1nc(Nc2ccncn2)nc2c1ncn2Cc1ccc(C(F)(F)F)cc1	-13	-3	-0.1	-1.3

4 structures out of the list, ordered by length of the SMILES, ascending.
SMILES	TEAD-YAP block	MITF inh	FBW7 activator	GPR151 activ
COc1ccc(NC(=O)Nc2cccs2)cc1	-32	9	0.5	0.2
O=C1NC2(CCCCC2)C(=O)N1/N=C/c1ccccc1Br	0	-2	-0.1	2.2
CC1CN(c2ccc([N+](=O)[O-])cc2)CCN1C(=O)c1ccc(Cl)cc1 (centres undefined)	12	15	0.1	-0.7
COc1ccccc1OCC(=O)Nc1ccc2c(c1)CCCN2S(=O)(=O)c1ccccc1	2	24	-0.1	1.3

Remaining list, next part
SMILES	TEAD-YAP block	MITF inh	FBW7 activator	GPR151 activ
O=C(O)c1ccccc1N=Nc1c(O)[nH]c2ccc([N+](=O)[O-])cc12	-10	-10	0.0	-1.0
O=C(CCN1C(=O)c2ccc([N+](=O)[O-])cc2C1=O)Nc1ccc(O)cc1C(=O)O	0	-5	0.0	0.3
COc1ccc(NCC(=O)/C(C#N)=C(\C)Nc2ccc(OC)cc2)cc1	4	-13	-0.2	0.2
CCc1ccc(NC(=O)CSc2nc3ccc(N4C(=O)c5ccccc5C4=O)cc3s2)cc1	16	23	0.3	1.2
Cc1cccc(NC(=O)CSc2nnc(NC(=O)C(C)(C)C)s2)c1C	5	-5	-0.1	-2.6
CCOC(=O)C1=C(C)OC(N)=C(C#N)C1c1ccccc1OCC(=O)N1CCOCC1 (centres undefined)	0	-21	0.0	-0.1
CCOc1ccc(CN2CCNC(=O)C2CC(=O)NCCCOc2cccnc2)cc1 (centres undefined)	17	4	0.2	-0.7
N#Cc1ccccc1Sc1ccccc1C(=O)Nc1cccnc1	-16	11	0.3	0.9
COc1ccc2c(c1)C1NC(=S)N(c3ccc(Br)cc3)C(C)(O2)C1C(=O)Nc1ccc(Cl)cc1 (centres undefined)	2	10	0.1	0.9
CCN(CC)CCNC(=O)c1sc2ncn(CC(=O)Nc3ccc(C(C)C)cc3)c(=O)c2c1C	4	3	-0.1	0.0
O=C(Nc1nc(C(=O)N2CCN(c3ccccc3)CC2)cs1)c1ccccc1	6	16	-0.1	-1.9
O=C(CCCSc1ccccc1)Nc1ccccc1-c1nc2ccccc2[nH]1	1	21	0.9	-0.9
CC(=O)N(CCN(C)C)c1nc2c(F)cccc2s1	1	18	0.7	-0.9
Cc1nc(COC(=O)CCN2C(=O)c3cccc([N+](=O)[O-])c3C2=O)cs1	0	-9	0.0	0.9
COc1ccc(C(=O)NC(=S)Nc2cccc(S(=O)(=O)N3CCOCC3)c2)cc1	44*	6	0.6	-1.9
CCOC(=O)C1(Cc2cccc(F)c2)CCN(C(=O)CC2CCC(=O)N2)CC1 (centres undefined)	0	16	0.0	1.2
CCOC(=O)c1c(O)c2c(n(Cc3ccco3)c1=O)CCCC2	11	13	-0.1	2.0

Screening results from PubChem.
